Source: PubChem
KCNH2 WT inh = KCNH2 (human, wildtype) channel inhibition. Q12809. U2OS, BacMam KCNH2, thallium flux FluxOr; active compounds read low. activity change, % at 1.84 µM. 340,000 compounds, 0.37% hits. AID 720551;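 active = maximum activity change below -70%; inconclusive = maximum activity change between -70% and -50%; inactive = maximum activity change above -50%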; note: % is set by controls: 0 for no effect and ±100 for the full control effect
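U2OS cells were transduced with wild-type KCNH2 virus (2.03 x 10^8 / mL) for 4 h at room temperature, then cultured overnight at 37 C. Thallium flux was read with FluxOr dye. Rate constants were normalized to DMSO controls.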
S-ASM inh = human S-ASM enzyme inhibition; P17405; placental ASM, HMU-PC fluorogenic substrate, 60 min; Potency, µM (titrated, usually from 57.5 µM), for the others: at the highest dose activity change, negative = inhibition, usual class: inhibitors; 340,000 compounds, 0.006% hits; note: potency is the fitted concentration of half-maximal effect
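Steps: dispense placental human ASM, pin compound, wait 10 min at room temperature, add HMU-PC0 substrate at 9 uM final, incubate 60 min at 37 °C, add stop solution raising pH to 10, read fluorescence.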
Eya2 inh = inhibitors of human Eya2 phosphatase activity. recombinant Eya2, OMFP fluorescence dephosphorylation (OMFP is methylfluorescein phosphate). Potency, µM (doses to about 76.9 µM), for the others: at the top dose activity, negative = inhibition, most hits filed as inhibitors. 330,000 compounds, 0.006% hits. AID 488837; note: potency is the fitted concentration of half-maximal effect; % is set by controls: 0 for no effect and ±100 for the full control effect
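Eya2 protein (added as 0.2 uM solution) was preincubated with compound for 10 min at ambient temperature in 50 mM HEPES pH 7.5, 50 mM NaCl, 5 uM MgCl2, 0.05% BSA, 1 mM DTT. OMFP (added at 50 uM) then reacted 10 min; fluorescence read at 485/525 nm.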
BCR signal inh = chronic active BCR signaling inhibition; ABC-DLBCL IkBa-CBG/CBR reporter, luminescence ratio, 4 h; Potency, µM (top dose mostly 46.1 µM), for inactives: at the top dose ratio change, negative = lower green/red ratio, actives largely listed as inhibitors; 340,000 compounds, 0.05% hits; AID 493014; active = well fitted inhibition curve with a large enough effect in the signal ratio, with a control signal flat, not every such curve was filed as active; inconclusive = small, poorly fitted or top-dose-only effect, or effect the other way, or a change in a side signal; the % refers to the signal ratio;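 note: potency is the fitted concentration of half-maximal effect; plate controls were basal doxycycline-induced cells for no effect and cells given 10 µM MG132 for full effect; MG132 reads +100%, hits lower the ratio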
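Doxycycline induced both beetle luciferases in TMD8 lymphoma cells; IKK-driven degradation limits the IkappaBalpha-fused green signal, while red luminescence normalises for cell number and nonspecific effects. Compounds tested up to 46 uM, 4 hrs.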
PKM2 act = increases activity of human pyruvate kinase M2. Potency, µM (series often up to 57.5 µM), without a hit: at the top dose activation, hits mostly activators. purified PKM2, Kinase-Glo ATP luminescence, activation; response scale: 0% is enzyme alone, no compound. P14618. 260,000 compounds, 0.34% hits; note: potency is the fitted concentration of half-maximal effect; % is set by controls: 0 for no effect and ±100 for the full control effect; nearly all actives have a fitted effect of over 55% in size
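hPK-M2, >95% pure; 0.1 mM ADP / 0.5 mM PEP final; imidazole pH7.2 buffer w/ 7 mM MgCl2, 50 mM KCl; 1 h RT; Kinase-Glo lum. Intermediate enzyme activity for dual inhibitor/activator qHTS.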
USP2a inh = inhibitors of human ubiquitin-specific protease USP2a. Potency, µM (highest dose often 38.3 µM), inactives show at the top dose activity change, negative = inhibition, most hits filed as inhibitors. USP2 core, Ub-CHOP2 coupled fluorogenic reporter, 485/531. 330,000 compounds, 0.01% hits. O75604;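 note: potency is the fitted concentration of half-maximal effect; plate controls were DMSO wells for no effect and full inhibition by NEM control for full effect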
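USP2 core (10nM final) preincubated 30min RT with compound in 20mM Tris-HCl pH 8.0, 2mM CaCl2, 2mM beta-mercaptoethanol, 0.05% CHAPS; 25nM Ub-CHOP2 plus 25nM reporter substrate added, fluorescence (Ex485/Em531) read after 60min.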
Menin MLL FP TR = displaces Texas Red mutant MLL peptide from human menin; Potency, µM (doses to about 61.6 µM), for inactives: at the top dose FP activity change, negative = inhibition, actives largely listed as inhibitors; Menin + Texas Red MLL mutant peptide, fluorescence polarization; 270,000 compounds, 0.23% hits; active = well fitted inhibition curve with a large enough effect in the polarisation, with a control signal flat, not every such curve was filed as active; inconclusive = small, poorly fitted or top-dose-only effect, or effect the other way, or a change in a side signal; inactive = no such curve, though single readings can be large or run the other way; the % refers to the polarisation; note: potency is the fitted concentration of half-maximal effect; % of control where 0% means no effect; many of its hits are not listed in these tables
MBNL1 CUG block = MBNL1-poly(CUG) RNA binding inhibition. Q9NR56. TR-FRET MBNL1-His/biotin-(CUG)12 binding, 665/545 ratio. Potency, µM (doses to about 57.5 µM), without a hit: top-dose activity change, negative = inhibition, most hits filed as inhibitors. 280,000 compounds, 0.036% hits; active = well fitted inhibition curve with a large enough effect in the signal ratio, with a control signal flat, not every such curve was filed as active; inconclusive = small, poorly fitted or top-dose-only effect, or effect the other way, or a change in a side signal; inactive = no such curve, though single readings can be large or run the other way; the % refers to the signal ratio; note: potency is the fitted concentration of half-maximal effect; % is set by controls: 0 for no effect and ±100 for the full control effect
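TR-FRET between His-tagged MBNL1 and biotin-(CUG)12 RNA, detected with Tb anti-His antibody (0.055 ng/ul) and streptavidin-XL665 (5 nM), 60 min at room temperature. Compounds titrated 92 nM to 58 uM; 665/545 nm ratio normalized to buffer and complex controls.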
TSHR antag = antagonists of human thyroid stimulating hormone receptor. AID 504810. TSHR-expressing cells, TSH-stimulated cAMP HTRF, 2 h; active compounds read low. 330,000 compounds, 0.2% hits. activity change, negative = inhibition, % at 11.5 µM;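 active = activity change below a set negative limit, meaning inhibition stronger than a set level, cut at about -70% in these data; inconclusive = activity change between two set negative limits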; note: % is set by controls: 0 for no effect and ±100 for the full control effect
Target sequence (P16473 whole entry, looked up): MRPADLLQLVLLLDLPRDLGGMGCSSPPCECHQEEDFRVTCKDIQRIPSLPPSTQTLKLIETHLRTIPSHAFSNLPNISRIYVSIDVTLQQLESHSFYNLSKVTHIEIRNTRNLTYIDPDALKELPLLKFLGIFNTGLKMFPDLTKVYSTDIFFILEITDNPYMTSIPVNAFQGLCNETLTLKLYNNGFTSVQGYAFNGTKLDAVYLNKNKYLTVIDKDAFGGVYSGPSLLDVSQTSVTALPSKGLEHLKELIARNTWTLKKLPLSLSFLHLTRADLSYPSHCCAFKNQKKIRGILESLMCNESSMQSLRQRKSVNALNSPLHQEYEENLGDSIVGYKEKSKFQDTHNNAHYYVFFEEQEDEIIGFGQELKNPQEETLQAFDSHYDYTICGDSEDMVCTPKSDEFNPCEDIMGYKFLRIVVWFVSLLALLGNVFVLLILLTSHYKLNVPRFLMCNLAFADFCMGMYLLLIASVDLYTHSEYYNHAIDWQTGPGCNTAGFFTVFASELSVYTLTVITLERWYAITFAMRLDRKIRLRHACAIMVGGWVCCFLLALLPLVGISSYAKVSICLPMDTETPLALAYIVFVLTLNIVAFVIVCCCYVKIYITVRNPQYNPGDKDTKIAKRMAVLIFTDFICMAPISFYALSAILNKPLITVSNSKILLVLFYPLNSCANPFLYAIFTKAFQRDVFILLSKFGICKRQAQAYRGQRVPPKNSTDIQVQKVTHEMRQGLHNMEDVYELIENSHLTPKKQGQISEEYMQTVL
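TSHR-expressing cells, 200/well, pre-treated with compound, then stimulated with EC80 TSH (4nM final) for 2 hours at 37 deg C. cAMP measured by competitive HTRF: anti-cAMP cryptate antibody in lysis buffer plus cAMP-d2, read after 30 minutes at room temperature.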
Mito fusion yeast = mitochondrial division inhibition or fusion activation; S. cerevisiae fusion-defective mutant growth rescue, CellTiterGlo 48 h; AID 485298; Potency, µM (series often up to 46.1 µM), inactives show top-dose growth rescue (activation), actives largely listed as activators; 320,000 compounds, 0.23% hits;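 note: potency is the fitted concentration of half-maximal effect; % of control where 0% means no effect; nearly all actives have a fitted effect of over 45% in size; temperature-sensitive fusion mutants such as fzo1-1 at 37 °C on non-fermentable ethanol glycerol medium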
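Compounds are tested for their ability to restore growth of mitochondrial fusion-defective yeast strains at non-permissive 37C in YPEG medium over 48 hours. Viability is quantified by luciferase luminescence.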
GALK inh = galactokinase (human) inhibition. 270,000 compounds, 0.007% hits. P51570. AID 1868. Purified GALK, Kinase-Glo residual ATP luminescence. Potency, µM (doses to about 57.5 µM), for inactives: top-dose activity change, negative = inhibition, most hits filed as inhibitors; note: potency is the fitted concentration of half-maximal effect; % is set by controls: 0 for no effect and ±100 for the full control effect
Target sequence (P51570 whole entry, looked up): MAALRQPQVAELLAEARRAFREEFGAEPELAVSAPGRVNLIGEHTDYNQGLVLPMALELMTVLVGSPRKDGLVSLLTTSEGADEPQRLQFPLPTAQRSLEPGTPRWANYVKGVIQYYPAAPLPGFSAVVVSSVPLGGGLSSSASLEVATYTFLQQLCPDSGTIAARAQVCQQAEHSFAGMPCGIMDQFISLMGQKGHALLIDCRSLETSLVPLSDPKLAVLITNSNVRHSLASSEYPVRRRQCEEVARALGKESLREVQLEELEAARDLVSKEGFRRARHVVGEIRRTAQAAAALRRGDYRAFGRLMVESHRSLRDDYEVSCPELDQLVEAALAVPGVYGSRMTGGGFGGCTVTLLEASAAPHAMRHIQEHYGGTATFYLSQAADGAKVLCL
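Human GALK (5 nM) with 35 uM ATP and 100 uM galactose in 20 mM HEPES pH 8.0, 5 mM MgCl2, 60 mM NaCl, 1 mM DTT, 0.01% BSA. After 1 h at room temperature, leftover ATP was read by Kinase-Glo Plus luminescence.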
* hit, by the source's call; ? = inconclusive; . = no result given; [ ] = remark or other dose. Unless noted, calls come from the whole dose curve; as a rule, active = well fitted curve in the direction sought with a large enough effect; inconclusive = small, poorly fitted or top-dose-only effect, or another doubt; inactive = no such curve, though single readings can be large; an effect the other way counts as inactive or inconclusive. The list is partial, so the mix of outcomes need not match the whole.

SMILES	KCNH2 WT inh	S-ASM inh	Eya2 inh	BCR signal inh	PKM2 act	USP2a inh	Menin MLL FP TR	MBNL1 CUG block	TSHR antag	Mito fusion yeast	GALK inh
Cc1ccc(CNc2nc3ccccc3n3nnnc23)cc1	3.7	2.8%	-16.3%	?	-1.0%	4.0%	?	-6.4%	-7.3	-3.2%	1.3%
COc1ccc(CNS(=O)(=O)c2c(C)[nH]c(C)c2C(=O)N2CCCC2)cc1	3.6	4.5%	1.0%	-7.7%	.	0.9%	.	-3.2%	0.1	-7.3%	7.3%
Cc1ccc(N(C(=O)CC2NC(=O)NC2=O)C2(C(=O)NC3CCCC3)CCCCC2)cc1 (stereo not drawn)	-10.1	5.2%	-2.2%	2.0%	-13.0%	-0.4%	-20.8%	-6.6%	12.5	6.8%	2.5%
O=C(CN1C(=O)C2CC=CCC2C1=O)NCC(=O)Nc1ccc(F)c(F)c1 (stereo not drawn)	-1.9	-2.4%	-14.3%	0.6%	.	0.6%	.	.	0.5	-2.9%	.
C[C@H](CO)N1C[C@H](C)[C@@H](CN(C)C(=O)Nc2ccc3c(c2)OCO3)Oc2ccc(NC(=O)Cc3ccccc3)cc2C1=O	3.7	12.1%	-4.8%	-2.2%	.	1.0%	.	.	-4.5	.	.
CCOc1ccc(/C=C/C(=O)OC(C)C(=O)NC2CCCCC2C)cc1OC (stereo not drawn)	33.9	1.4%	-8.8%	0.0%	.	0.0%	.	.	-6.3	2.6%	.
Cc1ccc(-c2nc(N/N=C/c3cccnc3)c3ccccc3n2)cc1	9.4	-1.7%	4.2%	?	-5.1%	2.1%	?	?	-19.3	-4.1%	8.1%
O=C(Nc1sc2c(c1C(=O)O)CCC2)c1ccccc1	-4.7	4.6%	4.3%	?	2.8%	5.9%	.	-0.1%	-26.1	24.1%	-3.6%
Cc1cc(CNC(=O)c2cccc([N+](=O)[O-])c2)c2ccccc2n1	9.0	1.6%	7.7%	11.1%	-1.1%	1.7%	-4.3%	?	-9.8	24.0%	-2.5%
CCN(CC)S(=O)(=O)c1ccc(C)c(NC(=O)CNCCN(C(C)C)C(C)C)c1	7.6	4.5%	5.9%	6.9%	9.3%	-0.2%	-12.1%	-4.1%	18.4	-2.7%	-2.6%
Cc1c(O)ccc(C(=O)COc2ccc(F)cc2)c1O	-3.1	-0.1%	17.4%	-4.6%	22.5%	1.7%	?	-2.6%	3.2	7.9%	-1.6%
COc1ccccc1NC(=O)CCN1C(=O)/C(=C/c2cc(OC)c(OC)c(OC)c2)SC1=S	-1.9	-12.3%	-2.2%	2.2%	-5.7%	0.6%	15.9%	4.0%	6.0	-0.1%	-3.4%
CCSc1ccc(C(=O)Nc2cccc(C)n2)cc1[N+](=O)[O-]	-2.6	0.0%	-0.8%	?	1.7%	3.1%	-0.7%	-1.3%	12.3	-0.7%	4.2%
CCOc1ccc(Br)cc1C(=O)N/N=C/c1cccnc1	-9.9	-2.0%	12.1%	?	.	2.1%	3.4%	-11.4%	-3.6	1.9%	-2.1%
O=C(Nc1cccnc1)c1cc(-c2ccc(Br)cc2)on1	4.1	-0.7%	2.3%	-0.1%	-16.1%	2.7%	6.7%	23.0%	-5.2	0.0%	-0.2%
CN1CCC(N(C)S(=O)(=O)c2ccc(Cl)cc2)CC1	3.3	3.2%	-0.3%	0.5%	9.6%	0.2%	-1.3%	-9.6%	16.0	-2.7%	2.4%
O=C(Nc1ccc(CN2CCOCC2)cc1)c1cc(Br)ccc1Cl	10.5	6.1%	3.4%	-0.9%	1.6%	0.2%	4.7%	2.6%	-9.0	-0.9%	-1.4%
O=C(CSc1n[nH]c(=O)[nH]c1=O)c1ccc([N+](=O)[O-])cc1	-2.4	-1.6%	-0.6%	4.5%	-6.1%	-1.4%	.	?	5.0	-0.6%	.
CC(=O)N1CCOc2ccc(S(=O)(=O)N3CCN(c4cc(C)ccc4C)CC3)cc21	-3.9	-1.1%	-0.7%	14.7%	0.2%[0.46 µM]	-11.2%	18.6%	-10.1%	-20.9	?	-0.4%
CCCOc1ccc(/C(O)=C2\C(=O)C(=O)N(c3ccccn3)C2c2ccccc2F)cc1C (stereo not drawn)	3.1	-4.9%	-22.4%	7.8%	.	-3.2%	27.1%	78.1%[activator]	2.6	5.5%	.
CCOc1ccc(NC(=O)CC(=O)Nc2ccc(OCC)cc2)cc1	-1.3	-0.5%	8.6%	2.7%	.	0.0%	-17.5%	-5.6%	3.1	10.0%	-1.9%
Cc1nc(/C=C/c2ccccc2)[nH]c(=O)c1-c1ccccc1	-8.6	26.7%	-5.9%	?	0.7%	-7.5%	-22.8%	-4.8%	-4.0	-1.3%	0.8%
CC1(C)OC2OC(C(=O)N/N=C/c3cc(Br)ccc3O)C3OC(C)(C)OC3C2O1 (stereo not drawn)	0.1	492.4%[activator]	-0.1%	-0.1%	-0.1%	-0.3%	-3.3%	14.0%	-5.5	1.1%	.
CCOC(=O)c1c(C)n(C)c2cc(CN(C)C)c(O)c(S(=O)(=O)c3ccccc3)c12	28.0	-0.7%	0.5%	?	3.3%	0.5%	4.8%	-16.1%	7.5	0.4%	-2.4%
COC(CNC(=O)c1cccc(-n2c(=S)[nH]c3cc(Cl)ccc3c2=O)c1)OC	4.8	-0.5%	-20.3%	-0.4%	-0.4%	-3.9%	2.0%	-0.5%	2.5	19.1%	12.1%
Next part:
SMILES	KCNH2 WT inh	S-ASM inh	Eya2 inh	BCR signal inh	PKM2 act	USP2a inh	Menin MLL FP TR	MBNL1 CUG block	TSHR antag	Mito fusion yeast	GALK inh
COc1ccc(/C=N/NC(=O)CCSc2nc3ccccc3s2)cc1	-4.1	-7.8%	8.0%	?	-0.7%	-1.0%	1.5%	-5.2%	-12.5	-0.6%	-1.3%
COc1ccc(N=Cc2cc3c(cc2O)OC(N)=C(C#N)C3c2ccccc2)cc1 (stereo not drawn)	8.1	24.4%	-1.6%	?	0.2%	6.3%	?	61.5%[activator]	-19.0	0.1%	-2.1%
CCOC(=O)CSc1n[nH]c(NC(C)=O)n1	8.0	-3.1%	-3.8%	0.2%	-5.6%	2.9%	3.7%	-4.6%	-1.5	6.9%	3.4%
COc1ccc(OCCn2cc(/C(N)=N/O)c3ccccc32)cc1	-1.1	-1.3%	-18.4%	?	3.0%	-0.5%	1.0%	-20.8%	25.3	4.7%	-1.4%
Cc1cc(Cl)ccc1NC(=O)CN1C(=O)C(=O)N(C2CCCC2)C1=O	-0.5	-1.0%	0.1%	1.7%	.	4.4%	.	.	-2.6	-6.2%	.
CC1CCCCN1S(=O)(=O)c1csc(C(N)=O)c1 (stereo not drawn)	26.6	-3.6%	0.7%	-0.6%	.	2.6%	.	-4.4%	-13.4	-1.3%	0.8%
O=C(CCC(=O)Nc1nnc(C2CCCCC2)s1)NCc1ccccc1	-15.9	2.6%	-3.0%	?	-0.1%	1.2%	.	-4.5%	-8.5	-9.6%	-2.6%
Cc1cccc(NC(=S)N(CCCN2CCOCC2)Cc2cn(C)c3ccccc23)c1	-0.5	0.2%	1.0%	?	2.0%	2.2%	3.6%	0.0%	-1.2	-6.8%	-4.8%
O=C(CCNS(=O)(=O)c1cccs1)N1CCN(c2ccc(F)cc2)CC1	5.3	-9.2%	8.4%	10.0%	-1.1%	1.8%	-3.3%	2.3%	0.5	2.1%	0.6%
COc1ccc(-n2nc3ccc(NS(C)(=O)=O)cc3n2)cc1Cl	-9.2	.	3.4%	-13.6%	-7.2%	2.1%	40.9%[activator]	47.6%[activator]	-4.8	-1.4%	0.3%
COc1ccc(-n2c(=O)c3c4c(sc3n(CC(=O)NCc3ccco3)c2=O)CCC4)c(OC)c1	7.0	-3.2%	-0.4%	1.7%	18.3%	4.0%	-1.0%	-5.7%	-2.3	-3.8%	-2.1%
CCOc1ccc2nc(SC3CC(=O)N(c4ccc(C)cc4)C3=O)sc2c1 (stereo not drawn)	-3.6	-1.9%	-13.1%	3.8%	20.1%	-0.2%	?	8.3%	-22.9	-9.2%	-0.4%
Cc1ccc(S(=O)(=O)Oc2cccc(N3C(=O)C4CC=CCC4C3=O)c2)cc1 (stereo not drawn)	-6.1	2.3%	?	2.9%	0.2%	1.0%	10.7%	-6.6%	5.0	-1.7%	-1.2%
CC(C)N1CCN(S(=O)(=O)c2ccc3ccccc3c2)CC1	9.9	-0.7%	15.4%	?	1.9%	1.4%	9.4%	4.8%	17.0	-3.6%	6.5%
